Compound activity: PubChem BioAssay, National Center for Advancing Translational Sciences (NCATS)
JMJD2A Tudor inh – qHTS Assay for Inhibitors of JMJD2A-Tudor Domain; 390,000 tested, 4.4% active; Potency, µM (top dose mostly 114 µM), for the others: at the highest dose activity change, negative = inhibition, hits mostly inhibitors; AID 504339, 2011; AlphaScreen JMJD2A-Tudor / H3K4me3 peptide binding; Lysine-specific demethylase 4A (Homo sapiens), O75164; also: % is scaled to controls: 0 for no effect and ±100 for the full control effect; nearly all actives have a fitted effect of over 50% in size
Pol eta inh – qHTS for Inhibitors of Polymerase Eta; AID 588591, 2011; Potency, µM (highest dose often 114 µM), without a hit: at the highest dose activity change, negative = inhibition, hits mostly inhibitors; recombinant Pol eta, fluorescent DNA replication assay; DNA polymerase eta (Homo sapiens), Q9Y253; 390,000 tested, 1.2% active; also: % is scaled to controls: 0 for no effect and ±100 for the full control effect
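Fluorescent replication assay: 50 nM final substrate added after a 15 min room-temperature compound preincubation with 10 nM enzyme. Signal taken at 0 min and again at 10 min.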
Pol kappa inh – qHTS for Inhibitors of Polymerase Kappa; 400,000 tested, 0.53% active; DNA polymerase kappa (Homo sapiens), Q9UBT6; AID 588579, 2011; purified Pol kappa, fluorescent DNA synthesis assay, 10 min; Potency, µM (highest dose often 107 µM), inactives show at the highest dose activity, negative = inhibition, most hits filed as inhibitors; also: % is scaled to controls: 0 for no effect and ±100 for the full control effect
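Enzyme at 10 nM met test compounds for 15 min at room temperature. Substrate addition (50 nM final) began the reaction, which was monitored by fluorescence at 0 and 10 min.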
BLM inh – qHTS Assay for Inhibitors of Bloom's syndrome helicase (BLM); RecQ-like DNA helicase BLM (Homo sapiens), P54132; AID 2528, 2010; 350,000 tested, 0.2% active; Potency, µM (highest dose often 56.1 µM), for inactives: at the highest dose activity change, negative = inhibition, usual class: inhibitors; recombinant BLM DNA unwinding, fluorescence dequenching;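 also: plate controls were vehicle for no effect and no enzyme for full effect; nearly all actives have a fitted effect of over 35% in size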
G9a inh – qHTS Assay for Inhibitors of Histone Lysine Methyltransferase G9a; Histone-lysine N-methyltransferase EHMT2 (Homo sapiens), Q96KQ7; G9a H3K9 monomethylation, AlphaScreen, 2 h; Potency, µM (top dose mostly 102 µM), without a hit: at the highest dose activity, negative = inhibition, usual class: inhibitors; 350,000 tested, 8.8% active; also: % is scaled to controls: 0 for no effect and ±100 for the full control effect; nearly all actives have a fitted effect of over 75% in size
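Enzyme 20 nM + cpd, 15 min RT; add b-H3K9 pep 500 nM / SAM 20 uM; 2 h RT; anti-H3K9me1 Ab 0.5 ug/mL + SA donor / anti-rabbit acceptor beads 20 ug/mL each, 10 min; AlphaScreen read.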
APEX1 inh – qHTS Assay for Inhibitors of the Human Apurinic/apyrimidinic Endonuclease 1 (APE1). DNA repair nuclease/redox regulator APEX1 (Homo sapiens), P27695. AID 2517, 2012. Potency, µM (top dose mostly 65.8 µM), for inactives: at the top dose activity change, negative = inhibition, hits mostly inhibitors. recombinant APE1, TAMRA/BHQ-2 abasic DNA cleavage fluorescence. 350,000 tested, 0.35% active;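 also: plate controls were vehicle for no effect and reference inhibitor for full effect; nearly all actives have a fitted effect of over 55% in size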
Target sequence (P27695 whole entry, looked up): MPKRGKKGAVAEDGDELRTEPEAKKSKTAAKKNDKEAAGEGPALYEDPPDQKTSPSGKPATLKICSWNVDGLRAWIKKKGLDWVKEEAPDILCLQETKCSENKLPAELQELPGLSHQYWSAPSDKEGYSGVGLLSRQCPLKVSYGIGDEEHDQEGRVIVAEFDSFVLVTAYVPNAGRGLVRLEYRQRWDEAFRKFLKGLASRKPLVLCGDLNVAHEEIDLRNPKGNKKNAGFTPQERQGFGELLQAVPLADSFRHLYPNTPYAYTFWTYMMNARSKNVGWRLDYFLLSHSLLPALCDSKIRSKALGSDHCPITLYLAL
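Kinetic fluorescence read (525 ex/598 em nm, three reads 60 s apart) of AP-site incision; signal = third minus first read. Enzyme 0.75 nM, dual-labelled THF duplex 50 nM, compound preincubation 15 min RT.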
POLI inh – qHTS for Inhibitors of Polymerase Iota; Potency, µM (highest dose often 115 µM), inactives show top-dose activity, negative = inhibition, actives largely listed as inhibitors; Pol iota fluorescent replication assay, 10 min; 390,000 tested, 1% active
Target sequence (Q9UNA4 whole entry, looked up): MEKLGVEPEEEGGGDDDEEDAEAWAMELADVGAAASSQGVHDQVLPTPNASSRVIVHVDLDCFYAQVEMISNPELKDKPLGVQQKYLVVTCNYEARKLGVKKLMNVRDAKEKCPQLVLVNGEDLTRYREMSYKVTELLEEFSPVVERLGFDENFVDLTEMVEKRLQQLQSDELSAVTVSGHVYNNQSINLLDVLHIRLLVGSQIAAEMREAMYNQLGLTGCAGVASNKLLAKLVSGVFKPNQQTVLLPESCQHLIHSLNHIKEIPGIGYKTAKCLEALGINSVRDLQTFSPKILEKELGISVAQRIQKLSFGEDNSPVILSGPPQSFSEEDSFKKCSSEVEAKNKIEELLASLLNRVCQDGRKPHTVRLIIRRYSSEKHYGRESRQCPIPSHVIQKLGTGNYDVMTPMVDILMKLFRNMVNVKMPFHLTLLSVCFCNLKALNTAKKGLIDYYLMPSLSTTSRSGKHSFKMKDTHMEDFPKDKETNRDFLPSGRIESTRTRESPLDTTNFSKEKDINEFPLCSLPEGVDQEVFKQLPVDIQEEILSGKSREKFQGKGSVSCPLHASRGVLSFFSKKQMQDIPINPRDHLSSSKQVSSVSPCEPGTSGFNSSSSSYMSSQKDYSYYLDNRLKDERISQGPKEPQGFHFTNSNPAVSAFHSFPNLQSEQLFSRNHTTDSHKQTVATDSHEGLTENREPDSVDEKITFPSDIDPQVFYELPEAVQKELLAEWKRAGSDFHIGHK
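Pol iota at 10 nM preincubated 15 min with compounds at room temperature; reaction started with fluorescent substrate, 50 nM final. Fluorescence read kinetically at 0 and 10 min; buffer-only wells as negative control.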
Pol beta inh – qHTS Assay for Inhibitors of DNA Polymerase Beta | P06746 | Pol beta primer extension/strand displacement, fluorescence kinetic | Potency, µM (doses to about 114 µM), for the others: top-dose activity change, negative = inhibition, most hits filed as inhibitors | 340,000 tested, 1.3% active; also: % is scaled to controls: 0 for no effect and ±100 for the full control effect
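Curves were derived by four-parameter Hill fits of normalized qHTS data. The kinetic fluorescent primer-extension read was taken at 0 and 10 min after 50 nM substrate, following a 15 min room-temperature preincubation of 10 nM enzyme with compounds.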
BAZ2B inh – qHTS Assay for Inhibitors of BAZ2B | AlphaScreen BAZ2B-H3K14Ac peptide displacement | Bromodomain adjacent to zinc finger domain protein 2B (Homo sapiens), Q9UIF8 | AID 504333, 2011 | 360,000 tested, 4.4% active | Potency, µM (titrated, usually from 114 µM), inactives show at the highest dose activity change, negative = inhibition, usual class: inhibitors; also: % is scaled to controls: 0 for no effect and ±100 for the full control effect; nearly all actives have a fitted effect of over 60% in size
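In this displacement format the biotinylated H3(5-23) peptide acetylated at Lys14 serves as ligand at 50 nM, with BAZ2B at 50 nM in PBS pH 7.4 containing 0.01% Tween-20. Donor and acceptor beads are 10 ug/mL final.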
* marks the source's active call; other numbers are inactive results; ? = inconclusive; · = no result given; & = joins results of further samples; ! = repeats disagree; [ ] = remark or other dose. Calls follow the shape of the dose curve; as a rule, active = well fitted curve in the direction sought with a large enough effect; inconclusive = small, poorly fitted or top-dose-only effect, or another doubt; inactive = no such curve, though single readings can be large; an effect the other way counts as inactive or inconclusive. Potency is read from the fitted curve at half-maximal effect. A portion of the library; the hit share may differ from the screen's.

molecule	JMJD2A Tudor inh	Pol eta inh	Pol kappa inh	BLM inh	G9a inh	APEX1 inh	POLI inh	Pol beta inh	BAZ2B inh
CS(=O)(=O)N1CCc2cc(C(=O)Nc3ccc(Br)cc3)ccc21	-21%	-5%	-12%	1%	6%	13%	-14%	1%	0%
CC1CCCN(S(=O)(=O)c2cccc([N+](=O)[O-])c2)C1 (stereo not given)	-22%	0%	-14%	3%	3%	18%	-8%	15%	4%
CC(C)c1nnc(NC(=O)c2nc(S(=O)(=O)Cc3ccccc3)ncc2Cl)s1	-25%	0%	-3%&-8%	0%&2%	8.9µM*	32%[activator]	?	-10%&28%	50µM*!
O=C(CC(c1cccs1)S(=O)(=O)c1ccccc1)c1ccc(F)cc1 (stereo not given)	9%	-23%	-3%	-2%	8.9µM*	-4%	1%	2%	-24%
Cc1ccc2[nH]c3c(NCc4ccco4)ncnc3c2c1	-33%	?	-16%	-7%	50µM*	0%	-3%	?	?
Cc1cccc(NC2=CC(=O)CC(C)(C)C2)c1C	-8%	-10%	-14%	-1%	-7%	23%	-7%	51%	8%
CCn1c(SCC(=O)Nc2ccccc2C)nc2nc3c(cc2c1=O)COC(C)(C)C3	-24%	-15%	-17%	-2%	-10%	3%	-13%	34%	-14%
COc1ccccc1OCCNC(=O)CN1C(=O)NC2(CCCCC2)C1=O	-13%	-10%	-5%	·	6%[2.33 µM]	4%	23%	·	10%
COc1ccc(/C=N/NS(=O)(=O)c2ccc(C)cc2)cc1OC(=O)c1ccc(C)cc1	-28%	-13%	-23%	-24%	?	-11%	2%	-21%	-2%
CC(NC(=O)c1ccc(Br)o1)C1CC2CCC1C2 (stereo not given)	-5%	2%	-19%	-3%	3%	0%	-16%	-28%	-14%
Cc1ccc[n+](-c2nc([O-])sc2/C=N/Nc2ccc([N+](=O)[O-])cc2)c1	-18%	-24%	-10%	-9%	11µM*	0%	0%	-2%	40µM*
O=C(O)c1ccc(C=NN=Cc2ccco2)cc1	-8%	9%	-16%	·	·	·	-15%	·	·
COC(CCN(C)C)(c1ccccc1)c1ccccc1	-10%	-2%	-6%	1%	-3%	1%	35%[activator]	10%	21%
Cc1cc(CNC(=O)CC2C(=O)NCCN2Cc2ccc(-c3ccccc3)cc2)nn1C (stereo not given)	-13%	0%	-3%	-2%	-23%	-1%	-3%	-3%	-38%
CCOc1ccc(OCC(=O)Nc2nccs2)cc1	-16%	-14%	4%	-1%	35µM*	-6%	-1%	0%	?
Cc1cc(C)c2c(CC(=O)N(Cc3ccc(Cl)cc3)Cc3ccco3)coc2c1	-17%	·	1%	-9%	-16%[59 µM]	·	-10%	28%	-30%
CC(C)c1ccc(S(=O)(=O)/N=C2\C=C(NS(=O)(=O)c3ccccc3)C(=O)c3ccccc32)cc1	28µM*	79µM*	-20%	-25%	6.3µM*	-20%	?	?	7.1µM*
O=C1CSC(c2ccccc2Br)N1c1ccc(Cl)cn1 (stereo not given)	38%[activator]	-20%	-17%	-5%	45%	-4%	149%[activator]	-11%	55%[activator]
O=S(Cc1ccccc1)Cc1ccccc1	-5%	-13%	13%	·	·	·	1%	·	·
CCN(CC(F)(F)C(F)F)S(=O)(=O)c1ccc(NC(=O)OC)cc1	20µM*	-7%	-12%	-2%	53%[activator][59 µM]	-3%	22%	2%	2%
CCOc1ccc(-c2c(C(=O)N/N=C/C3CCCCC3)nnn2-c2nonc2N)cc1	-4%	1%	-15%	-4%	24%	-13%	-17%	-1%	?
CCOc1ccc(CCNC(=O)CCC(=O)N2CCOc3ccccc32)cc1OCC	-19%	-17%	-5%	-1%	·	-1%	13%	27%	13%
O=C(CC1SCCNC1=O)Nc1cccc([N+](=O)[O-])c1 (stereo not given)	-12%	13%	-8%	-3%	0%	-6%	-18%	0%	-3%
Cc1cc(C)n2c(-c3ccccc3Cl)nnc2n1	-9%	2%	-5%	-6%	0%[59 µM]	3%	-3%	-1%	6%
O=C(Oc1cccc2cccnc12)c1cccc(-n2cnnn2)c1	-26%	7%	-2%	-5%	5.6µM*	-3%	6%	0%	?
Fc1ccc2c(c1)C1OCCCC1C(c1ccccc1)N2 (stereo not given)	?	4%	2%	-8%	?	30%	113%[activator]	22%	?
CCOc1cc(C2C(C(=O)OC(C)C)=C(C)NC3=C2C(=O)CCC3)cc([N+](=O)[O-])c1O (stereo not given)	-5%	-8%	-3%	-5%	?	3%	21%	7%	?
COc1ccc(C2CCCN2C(=O)c2cccs2)cc1 (stereo not given)	-9%	-9%	2%	-2%	12%[59 µM]	27%	14%	-4%	4%
CC(=O)NC(Cc1c[nH]c2ccccc12)C(=O)O (stereo not given)	-6%	-21%	16%	1%	20%[59 µM]	2%	-2%	29%	-16%
O=C(NCc1ccccn1)C1CCC(=O)N(Cc2ccc(Cl)cc2)C1 (stereo not given)	-6%	-3%	17%	-2%	73%[activator][59 µM]	55%[activator]	-6%	24%	-34%

Arranged by heavy-atom count (ascending): some entries from above
molecule	JMJD2A Tudor inh	Pol eta inh	Pol kappa inh	BLM inh	G9a inh	APEX1 inh	POLI inh	Pol beta inh	BAZ2B inh
O=S(Cc1ccccc1)Cc1ccccc1	-5%	-13%	13%	·	·	·	1%	·	·
Cc1cc(C)n2c(-c3ccccc3Cl)nnc2n1	-9%	2%	-5%	-6%	0%[59 µM]	3%	-3%	-1%	6%
O=C(CC1SCCNC1=O)Nc1cccc([N+](=O)[O-])c1 (stereo not given)	-12%	13%	-8%	-3%	0%	-6%	-18%	0%	-3%
Fc1ccc2c(c1)C1OCCCC1C(c1ccccc1)N2 (stereo not given)	?	4%	2%	-8%	?	30%	113%[activator]	22%	?
CCN(CC(F)(F)C(F)F)S(=O)(=O)c1ccc(NC(=O)OC)cc1	20µM*	-7%	-12%	-2%	53%[activator][59 µM]	-3%	22%	2%	2%
O=C(NCc1ccccn1)C1CCC(=O)N(Cc2ccc(Cl)cc2)C1 (stereo not given)	-6%	-3%	17%	-2%	73%[activator][59 µM]	55%[activator]	-6%	24%	-34%
Cc1cc(C)c2c(CC(=O)N(Cc3ccc(Cl)cc3)Cc3ccco3)coc2c1	-17%	·	1%	-9%	-16%[59 µM]	·	-10%	28%	-30%
CCOc1ccc(CCNC(=O)CCC(=O)N2CCOc3ccccc32)cc1OCC	-19%	-17%	-5%	-1%	·	-1%	13%	27%	13%
CC(C)c1ccc(S(=O)(=O)/N=C2\C=C(NS(=O)(=O)c3ccccc3)C(=O)c3ccccc32)cc1	28µM*	79µM*	-20%	-25%	6.3µM*	-20%	?	?	7.1µM*

Going on with the list:
molecule	JMJD2A Tudor inh	Pol eta inh	Pol kappa inh	BLM inh	G9a inh	APEX1 inh	POLI inh	Pol beta inh	BAZ2B inh
C=CC[C@H](CC(=O)OC(C)(C)C)C(=O)OC[C@@H]1CCCN1C(=O)[C@@H](CC=C)CC(=O)N[C@H](CO)Cc1ccccc1	0%	-7%	4%	·	·	14%	33%	·	·
Cc1ccsc1/C=C1/SC(N2CCOCC2)=NC1=O	·	·	·	-12%	-12%	-3%	·	6%	6%
COc1ccc(Br)cc1CN(C)C(=O)C1CC(=O)N(C2CCCC2)C1 (stereo not given)	-6%	-9%	-13%	·	·	-13%	34%[activator]	·	·
COc1ccc(CCNc2nc(C)cc(=O)[nH]2)cc1OC	-8%	-10%	0%	·	·	·	6%[58.9 µM]	·	·
Cn1c(NC(=O)c2ccc(S(=O)(=O)N3CCCCC3)cc2)cc(=O)n(C)c1=O	-7%	-5%	-19%	3%	6%[59 µM]	6%	17%	10%	0%
CC(Nc1cccc(F)c1)C(=O)Nc1ccc(S(N)(=O)=O)cc1 (stereo not given)	-10%	-21%	3%	-2%	1%	-2%	98%[activator]	-16%	-4%
CCOc1ccc(OCC(=O)OCC(=O)N2CCN(S(=O)(=O)c3ccc(C)cc3C)CC2)cc1	-13%	2%	-4%	·	·	·	1%	·	·
COc1ccc(OC)c(NC(=O)CCN2CCN(Cc3ccccc3)CC2)c1	-31%	-7%	0%	-1%	50µM*	2%	16%	3%	-9%
O=C(O)C(CCCCN1C(=O)c2ccccc2C1=O)N1C(=O)c2ccccc2C1=O (stereo not given)	-8%	-16%	-6%	1%	?	-1%	9%	3%	89µM*
COc1ccc(Nc2nc(C(=O)NCc3ccco3)cs2)cc1	?	-9%	-12%	-8%	?	-5%	-13%	-14%	79µM*
OCCN1CCN(C(=S)c2ccc(Cl)c(Cl)c2)CC1	56µM*	-13%	0%	0%	2µM*	-2%	?	13%	8%
Cc1cc(C)nc(SCCN2CCCCC2)n1	-15%	-2%	-4%	·	·	·	18%	·	·
CC(C)(C)c1nc2scc(-c3ccc(Cl)cc3)c2c(=O)o1	1%	7%	-11%	2%	-5%[12.7 µM]	0%	10%	7%	-1%
CCC(C(=O)Nc1ccncc1)c1ccccc1 (stereo not given)	-17%	-18%	-14%	-2%	?	-4%	16%	-2%	2%

Quoted from the listing:
Entry for COc1ccc(Br)cc1CN(C)C(=O)C1CC(=O)N(C2CCCC2)C1 (stereo not given) in Pol kappa inh: -13%
Entry for COc1ccc(Nc2nc(C(=O)NCc3ccco3)cs2)cc1 in BAZ2B inh: 79µM*
